Compound activity: PubChem BioAssay, Sanford-Burnham Center for Chemical Genomics
APJ antagonist – APJ receptor antagonism; inhibition, % at 20 µM; AID 2521; P35414; CHO-K1 APJ beta-arrestin complementation, luminescence; actives 0.32% (n = 330,000);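 active means inhibition above about 40% at 20 µM, limit read from the data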;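 further: cells challenged with 10 nM apelin-13 agonist together with compound; plate controls were apelin-13 plus DMSO wells for no effect and DMSO wells lacking apelin-13 for full effect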
Target sequence (P35414 whole entry, looked up): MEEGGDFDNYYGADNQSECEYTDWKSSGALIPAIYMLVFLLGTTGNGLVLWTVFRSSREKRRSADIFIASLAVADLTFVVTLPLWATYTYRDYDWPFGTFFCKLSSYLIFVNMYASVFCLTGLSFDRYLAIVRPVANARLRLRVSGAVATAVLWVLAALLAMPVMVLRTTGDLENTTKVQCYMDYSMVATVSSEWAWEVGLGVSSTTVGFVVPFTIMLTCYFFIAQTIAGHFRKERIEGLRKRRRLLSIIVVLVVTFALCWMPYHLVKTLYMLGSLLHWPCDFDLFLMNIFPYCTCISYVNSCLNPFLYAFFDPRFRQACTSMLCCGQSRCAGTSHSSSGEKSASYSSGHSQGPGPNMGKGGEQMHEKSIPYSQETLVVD
EBI2 block – blocks human EBI2 receptor beta-arrestin signaling. P32249. EBI2 beta-arrestin recruitment, luminescence, 7a,25-OHC stimulated. inhibition, % at 5 µM. actives 0.81% (n = 360,000); in the data active means inhibition above about 38%;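 further: enzyme fragment complementation signal reports receptor beta-arrestin coupling in cells; 0% = agonist plus DMSO wells and 100% = wells without agonist; some results beyond the cut were filed as inactive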
CXCR6 block – CXCR6 (human) receptor inhibition; AID 602244; inhibition, % at 20 µM; actives 0.36% (n = 360,000); CHO-K1 PathHunter CXCR6 beta-arrestin, luminescence; O00574; in the data active means inhibition above about 34%, passing the limit was not always enough;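 further: antagonist mode with CXCL16 agonist at 10 nM final; 0% = 10 nM CXCL16 with DMSO and 100% = unstimulated wells without agonist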
APJ agonist – activates the human apelin receptor APJ | P35414 | CHO-K1 APJ PathHunter beta-arrestin, luminescence; 0% DMSO wells, 100% apelin | activation, % at 20 µM | actives 0.11% (n = 330,000);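 active means activation more than six SD over the plate average, tested at 20 µM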;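 further: 0% = DMSO alone and 100% = apelin-13 at 10 nM; some results filed as inactive read as strong as hits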
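Assay system – PathHunter CHO-K1 APJ (AGTRL-1) beta-arrestin reporter cells · Compound – one dose, 20 µM compound, 1% DMSO · Timing – compound 90 min 25 °C, reagent 1 h · Measured by – luminescence from split beta-galactosidase complementation, Galacton Star/Emerald II substrate · Measure – beta-arrestin recruitment to APJ as agonist activity, luminescent signal · Benchmarks – DMSO vs Apelin-13 10 nM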
UBC13 polyUb – human UBC13 polyubiquitination inhibition | AID 485273 | inhibition, % at 20 µM | UBC13 polyubiquitin chain formation, TR-FRET | actives 0.47% (n = 330,000) | P61088; in the data active means inhibition above about 45%, passing the limit was not always enough
Target sequence (P61088 whole entry, looked up): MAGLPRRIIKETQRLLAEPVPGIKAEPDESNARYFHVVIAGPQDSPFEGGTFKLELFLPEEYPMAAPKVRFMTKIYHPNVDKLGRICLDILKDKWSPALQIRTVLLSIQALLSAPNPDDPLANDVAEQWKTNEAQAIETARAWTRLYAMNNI
ATG4B inhibitor – blocks human ATG4B protease cleavage of LC3 substrate | Q9Y4P1 | ATG4B cleavage of LC3-PLA2, NBD-HPC fluorescence, 1 h | inhibition, % at 8.33 µM | actives 0.51% (n = 340,000); in the data active means inhibition above about 40%
Gli-Sufu antag – blocks Gli-Sufu signaling in a luciferase reporter; Sufu-KO-LIGHT fibroblasts, Gli luciferase reporter luminescence; inhibition, % at 5 µM; actives 0.74% (n = 340,000);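 active means inhibition above about 55%, limit read from the data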;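 further: 0% = DMSO-treated cells and 100% = wells with medium but no cells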
CCR6 antagonist – CCR6 (human) receptor antagonism | CHO-K1 CCR6 PathHunter beta-arrestin, luminescence, CCL20-stimulated | inhibition, % at 20 µM | actives 0.49% (n = 340,000);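 active means compounds whose inhibition of the agonist-driven luminescence signal at 20 µM reaches about 50%, limit read from the data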;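 further: cells stimulated with CCL20 at 14 nM final; plate controls were DMSO with CCL20 for no effect and DMSO without agonist for full effect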
Target sequence (P51684 whole entry, looked up): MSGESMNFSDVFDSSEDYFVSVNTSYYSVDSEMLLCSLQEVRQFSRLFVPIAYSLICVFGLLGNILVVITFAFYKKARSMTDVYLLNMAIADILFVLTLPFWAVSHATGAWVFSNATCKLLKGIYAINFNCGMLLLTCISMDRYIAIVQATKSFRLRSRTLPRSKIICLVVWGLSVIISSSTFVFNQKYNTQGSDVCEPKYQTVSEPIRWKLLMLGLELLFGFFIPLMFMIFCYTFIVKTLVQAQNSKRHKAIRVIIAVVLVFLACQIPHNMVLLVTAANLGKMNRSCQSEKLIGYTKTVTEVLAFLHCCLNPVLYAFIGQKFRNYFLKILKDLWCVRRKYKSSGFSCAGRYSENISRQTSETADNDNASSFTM
* = called active by the depositor; . = no result given.

SMILES	APJ antagonist	EBI2 block	CXCR6 block	APJ agonist	UBC13 polyUb	ATG4B inhibitor	Gli-Sufu antag	CCR6 antagonist
CC(C)(C)c1cc(NC(=O)COC(=O)c2nccnc2N)n(-c2ccccc2)n1	4	6	-3	-2	11	-3	0	8
CC(=O)c1cccc(NC(=O)CCNC(=O)c2cccc(C)c2)c1	-14	-1	-12	-1	10	-8	21	0
CCOC(=O)Nc1ccc(S(=O)(=O)Nc2onc(C)c2C)cc1	4	-6	-10	3	-8	-12	2	2
Cc1cccc(C)c1N1C(=O)C2ON(c3ccccc3)C(c3ccncc3)C2C1=O (centres undefined)	-13	12	-3	2	-18	-12	-1	11
COc1cc2[nH]c(C(=O)N3CCN(c4ccccc4F)CC3)cc2c(OC)c1OC	8	11	-3	-6	-4	6	1	-4
CCCC(=O)Nc1nnc(S(=O)(=O)N2CCCC2)s1	-13	-5	-1	-6	-5	-1	-2	-1
COc1cc2c(cc1C=O)OC(C)C2 (centres undefined)	12	-6	-6	0	4	-1	-2	-2
Cc1noc(C)c1COc1ccc(C(=O)N2CCC(C)CC2)cc1	6	-7	-5	2	4	-10	0	1
CCOc1ccc(/C=C/C(O)=C2/C(=O)NC3(C)CC2c2ccccc2O3)cc1OC (centres undefined)	3	-1	0	-1	6	-6	12	12
COc1cc(C(=O)N(C)CCOc2ccc(C)cc2)ccc1OC1CCN(C(C)=O)CC1	1	10	-9	-1	-3	0	6	6
CCOc1ccc(CC(=O)N2CCN(c3ccc(N4CCOCC4)nn3)CC2)cc1OCC	12	-5	-4	-4	14	1	45	0
Cc1ccccc1-n1c(C)c(C#N)c(=O)c(-[n+]2ccccc2)c1[S-]	-1	3	-2	-2	2	-9	-14	-9
Cc1cc(C)cc(Oc2ccc(N)cc2)c1	-8	2	4	0	12	-3	1	2
COc1ccc(NC(=O)COC(=O)/C=C/c2ccc(OC)c(S(=O)(=O)N3CCOCC3)c2)cc1	6	2	-2	0	5	-8	-7	0
CCCCOP(=O)(OCCCC)C(Nc1ccc(C(=O)OCC)cc1)c1ccncc1 (centres undefined)	-7	4	-1	0	4	-6	21	13
COc1cccc(C(=O)C2CCCN(Cc3cccc(-n4nc(C)cc4C)c3)C2)c1 (centres undefined)	4	0	-7	-4	9	-6	24	22
Cc1ccccc1CSc1nnc(-c2ccco2)n1Cc1ccco1	-1	21	7	-2	4	53*	8	21
OC(C#CCN1CCCCCC1)(c1ccccc1)c1cccnc1 (centres undefined)	5	-14	-1	-4	7	0	5	16
COc1cccc(-n2c(SCC(=O)Nc3nc4ccccc4s3)nc3ccccc3c2=O)c1	6	.	.	-3	5	5	-8	13
NC(=O)c1ccsc1NC(=O)COC(=O)c1ccc(Cl)nc1	-38	-2	-2	-3	0	-2	-9	5
CCn1c(COc2ccccc2)nnc1SCc1ccc(C#N)cc1	14	1	-6	-1	-1	-5	-27	12
CCN(C(=O)CSc1nnc(COc2ccccc2F)n1N)c1c(N)n(Cc2ccccc2)c(=O)[nH]c1=O	.	0	-3	.	.	-6	-2	-3
COC(=O)c1sc(N)c(C(=O)OC)c1COC(=O)[C@@H](NS(=O)(=O)c1cccc(Cl)c1)C(C)C	6	16	21	0	-2	-19	-6	10
Cn1cccc1C(=O)NNC(=O)COc1ccccc1F	13	-3	9	1	2	-3	-34	6
CCC(=O)NC(=S)Nc1ccc(OC)cc1OC	17	-5	-7	-2	-14	9	.	1

Rewritten as labelled records: part of the list above.
Cc1ccccc1-n1c(C)c(C#N)c(=O)c(-[n+]2ccccc2)c1[S-]
  APJ antagonist: -1; EBI2 block: 3; CXCR6 block: -2; APJ agonist: -2; UBC13 polyUb: 2; ATG4B inhibitor: -9; Gli-Sufu antag: -14; CCR6 antagonist: -9

CC(=O)c1cccc(NC(=O)CCNC(=O)c2cccc(C)c2)c1
  APJ antagonist: -14; EBI2 block: -1; CXCR6 block: -12; APJ agonist: -1; UBC13 polyUb: 10; ATG4B inhibitor: -8; Gli-Sufu antag: 21; CCR6 antagonist: 0

COc1cc2[nH]c(C(=O)N3CCN(c4ccccc4F)CC3)cc2c(OC)c1OC
  APJ antagonist: 8; EBI2 block: 11; CXCR6 block: -3; APJ agonist: -6; UBC13 polyUb: -4; ATG4B inhibitor: 6; Gli-Sufu antag: 1; CCR6 antagonist: -4

Additional structures follow.
SMILES	APJ antagonist	EBI2 block	CXCR6 block	APJ agonist	UBC13 polyUb	ATG4B inhibitor	Gli-Sufu antag	CCR6 antagonist
CN1CCN(c2ccccc2NC(=O)c2ccc(N3CCCCC3)c([N+](=O)[O-])c2)CC1	12	4	15	-2	-14	-1	3	20
COc1cccc(C(=O)N2CCN(C(=O)c3ccc(-c4ccccc4)cc3)CC2)c1OC	13	78*	3	-1	0	-14	7	4
CCOc1cccc(CNc2ccc(O)cc2)c1OCc1ccc(Cl)cc1	-32	-23	-15	8	-1	11	15	9
Cc1c(C)n2c3c(cccc13)CC2	0	2	-4	-1	-10	-5	4	6
O=C(CN1CCCCC1)N1c2ccccc2Sc2ccc(C(F)(F)F)cc21	9	9	0	-7	7	-3	4	14
COc1ccc2cc3cc(C(=O)N4CCN(c5ccccn5)CC4)oc3nc2c1	-7	2	2	-2	0	-7	-1	2
Cc1nn(C)cc1S(=O)(=O)NCc1ccc2c(c1)OCO2	19	-22	-6	-3	7	-3	2	-6
COc1ccccc1N1CCN(C2CCCN(C(=O)c3cscn3)C2)CC1 (centres undefined)	-3	-8	-6	1	1	-4	-1	11
CC(=O)Nc1ccccc1C(=O)C(=O)Nc1cccc(F)c1	3	1	7	-6	-5	-9	-38	-24
CCc1ccc(OCCCC(=O)Nc2ccc(N3CCCCC3)cc2)cc1	8	-8	-3	-1	-12	-3	1	-5
COc1ccc(C)cc1NC(=O)COC(=O)c1ccc2c(c1)OCO2	-6	-2	-7	-5	5	6	-6	-11
NC(=O)C1CCN(c2nc(-c3ccccc3-c3ccccc3)cs2)CC1	5	6	-3	0	12	-3	-6	8
O=C(c1ccncc1)N1CCN(C(=O)c2ccncc2)CC1	-5	-15	0	0	-8	7	9	2
Cc1nc2ncnn2c(N2CCN(C(=O)Cc3cccs3)CC2)c1C	10	2	4	-5	-4	-5	1	-1
COCCn1c(=O)[nH]c2cc(C(=O)OC)ccc2c1=O	8	-4	2	-1	14	-6	2	-5
Cc1ccc(C2=CC(=O)CC(C)(C)C2)cc1	1	3	12	-2	-6	-9	-18	13
CCSc1n[nH]c2nc3c(c(=O)n12)C1(CCCCC1)Cc1ccccc1-3	-5	-2	-7	-1	8	22	1	1
COc1cccc(-n2c(SCC(=O)NC3CCCCC3)nc3n[nH]c(C)c3c2=N)c1	0	12	-7	0	18	-11	9	-36
CC(C)NC(=S)N/N=C1\CCCCc2ccccc21	8	-10	19	-3	3	-4	-1	30
O=C(COC(=O)C1CC(=O)N(Cc2ccco2)C1)c1ccc(OC(=O)c2ccco2)cc1 (centres undefined)	10	-3	-7	-4	5	3	-14	21
CC1(C)Cc2cccc(OCC(=O)Nc3ccc(OCC(N)=O)cc3)c2O1	-1	9	7	-4	-7	7	3	-3
CCOC(=O)c1ccc([N+](=O)[O-])c(CS(=O)(=O)c2ccc(Cl)cc2)c1	-12	13	-4	1	-1	-7	-3	2
COc1ccc(C2C(C#N)=C(N)Oc3n[nH]c(C)c32)cc1CSc1ccccn1 (centres undefined)	14	13	-1	5	4	-11	21	-4
COc1ccc(C(C)=O)cc1COc1ncnc2ccccc12	5	-9	5	-2	-6	-4	-19	3
COc1cc(C(C(=O)NC2CCCC2)N(CCO)C(=O)Cn2nnc(-c3ccc(C)o3)n2)ccc1O (centres undefined)	20	-5	-8	-3	-2	-6	-4	1
The list continues.
SMILES	APJ antagonist	EBI2 block	CXCR6 block	APJ agonist	UBC13 polyUb	ATG4B inhibitor	Gli-Sufu antag	CCR6 antagonist
CCCC(C(=O)NNC(=O)c1ccncc1)c1ccccc1 (centres undefined)	7	-2	-4	-3	-9	1	8	16
Cc1cccc(NC(=O)Nc2cccc(C)n2)n1	-2	4	5	-4	10	-14	-33	23
O=C1OC(OC2CCCCC2)(c2ccccc2)c2ccccc21 (centres undefined)	21	21	16	-5	5	12	9	10
N/C(=N\OC(=O)c1ccc(Cl)cc1Cl)c1ccncc1	-31	-3	-16	7	-2	-4	-49	-14
CC1CCN(C(=O)COC(=O)c2ccc(N3CCCC3=O)cc2)CC1	-6	-3	3	-3	-5	-5	-3	2
Cc1nn(C)cc1/C=N/NC(=O)CSc1ccccn1	10	-16	-2	-4	-1	3	2	5
Cc1cc(C)c(C(=O)/C=C/c2cccc3ccccc23)c(=O)[nH]1	-11	-17	-18	1	3	0	5	16
CCN(CC)S(=O)(=O)c1ccc(C(=O)NN(C)C2=NS(=O)(=O)c3ccccc32)cc1	6	-4	6	-4	-4	2	-26	10
COc1cccc(Sc2cc(N3CCOCC3)nc(-c3ccccc3)n2)c1	0	5	-12	-3	-1	3	12	13
O=S(=O)(c1ccc(Oc2ccc(-c3nnco3)cc2)nc1)N1CCC(Cc2ccccc2)CC1	3	32	2	0	-19	0	-1	18
O=C(Cc1nnc(NC(=O)Nc2ccc(F)cc2)s1)Nc1ccccc1	-5	-11	-2	2	4	4	-15	1
CCCCC(c1nnnn1CCOC)N1CCN(Cc2ccccc2)CC1 (centres undefined)	3	2	5	-1	-6	-4	2	8
O=C(Nc1cccc2ncccc12)c1ccc(OCc2ccccc2)cc1	-21	9	-7	3	-4	0	28	-17
O=S(=O)(NCCSc1ccccn1)c1ccc(Cl)cc1	-2	-8	-2	1	-6	-1	4	4
CN(C)CCCN1CC(C(=O)O)CC1=O (centres undefined)	18	-7	6	2	3	-14	1	-6
CCOC(=O)c1cc(C(=O)OCC)cc(-n2cc(O)c(C(=O)OCC)n2)c1	10	20	3	-2	-5	6	-18	22
CCOc1ccccc1NC(=O)CCn1nc(C)c(S(=O)(=O)N2CCCCC2)c1C	6	22	1	4	-2	-1	-1	-1
O=C(CSc1nc2ccccc2o1)Nc1ccc(N2CCOCC2)cc1	-2	1	-11	-1	-6	2	-13	7
COc1cc(SC)ccc1C(=O)NCCOc1ccc(C)c(C)c1	8	14	-1	-6	14	5	3	13
c1coc(-c2nc(-c3ccco3)c(-c3ccco3)nc2-c2ccco2)c1	-5	4	8	-1	77*	39	2	39
COc1ccc(-c2cc(C(F)F)n3ncc(C(=O)n4ccnc4C)c3n2)cc1	4	-1	-2	-3	14	7	27	34
COC(=O)C(C)Sc1nnc(Cc2cc(=O)[nH]c(=O)[nH]2)n1-c1cccc(OC)c1 (centres undefined)	-9	-3	-4	4	4	-5	1	-2
CCCOC(=O)c1c(-c2ccc(C)cc2C)csc1NC(=O)C1C2CCC(O2)C1C(=O)O (centres undefined)	-2	5	-1	-3	-4	-17	4	5
Cc1cc(C)nc(N2CCCC(C(=O)NCc3cccs3)C2)n1 (centres undefined)	-8	-13	-6	-3	12	-2	-2	-1
Cn1c(=O)[nH]c(=O)c2c1nc(CN1CCOCC1)n2CCc1ccccc1	7	1	3	-4	5	-14	3	4
Remaining list, next part.
SMILES	APJ antagonist	EBI2 block	CXCR6 block	APJ agonist	UBC13 polyUb	ATG4B inhibitor	Gli-Sufu antag	CCR6 antagonist
CC(C)c1ccccc1OCCNC(=S)NC(=O)c1cccnc1	6	10	0	-4	-8	-4	14	15
COc1c(OC)c(O)c2c(=O)c(O)c(-c3ccccc3)oc2c1OC	-51	2	-10	-6	-23	-3	2	0
c1ccc(-c2ccccc2OCCOCCN2CCCCC2)cc1	-4	-18	-2	-1	0	2	12	3
CCOC(=O)c1ccccc1NCN1C(=O)CSC1=O	1	-2	5	-2	10	4	-5	0
COc1ccc(S(=O)(=O)N2CCN(C(=O)c3cnc(C)cn3)CC2)cc1	4	-1	0	-1	5	-14	1	12
O=C(c1cnc2ccc(Cl)cc2c1Cl)N1CCOCC1	.	-19	5	.	.	-3	1	-2
CCN(CC)Cc1csc(C(N)=O)c1	6	-1	-29	-9	-2	-8	6	-7
Cc1cn(CC(=O)NCC2CCCO2)c(=O)[nH]c1=O (centres undefined)	.	-16	6	.	.	.	15	11
